Source: PubChem
3CLpro inhibitor: SARS-CoV 3CLpro protease inhibitors, primary screen, biochemical, quenched FRET; recombinant SARS-CoV 3CLpro, quenched FRET peptide cleavage; Replicase polyprotein 1ab (Severe acute respiratory syndrome coronavirus), P0C6X7; actives 0.14% (n = 290,000); inhibition, % at 6 µM; in the data active = inhibition above about 12%
PfHsp40 yeast: rescue of yeast from PfHsp40 toxicity, primary screen, S. cerevisiae, ATP luminescence; S. cerevisiae expressing PfHsp40, growth rescue; growth rescue, % at 12.5 µM; actives 0.68% (n = 340,000); AID 504582, 2011; in the data active = growth rescue above about 28%, passing the limit was not always enough;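 also: yeast W303a lacking pdr1 and pdr3 grown in galactose medium; growth measured after three days at 30 °C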
Vc quorum ag: inducers of Vibrio cholerae quorum light production without autoinducers, primary screen, BH1578 luxS cqsA deficient, single point. V. cholerae BH1578 lux reporter, luminescence, 6 h. activation, % at 18.7 µM. actives 0.16% (n = 350,000); in the data active = activation mostly above about 9.7%, no sharp cut-off; also: not every result past the cut was called active; inactives centre near 0; reference of the scale not given here
PrPC TRFRET: inhibitors of human cell surface prion protein PrPC, primary screen, cell-based, TR-FRET. TR-FRET read-out. inhibition, % at 13.8 µM. actives 0.43% (n = 370,000). AID 720596, 2013; in the data active = inhibition above about 24%; also: 0% = median of the test wells and 100% = reference compound wells
TcdB inh: TcdB glycohydrolase inhibitors, primary screen, biochemical, single point, plate reader. TcdB glycohydrolase enzymatic assay. inhibition, % at 9.99 µM. actives 0.24% (n = 350,000). AID 652162, 2013; in the data active = inhibition above about 10%
SSB-PriA inh: inhibitors of Klebsiella pneumoniae PriA binding to SSB C-terminal tail, primary screen, biochemical, AlphaScreen; AlphaScreen SSBct-PriA binding, biotinylated peptide; PriA–SSB C-terminal tail interaction (Klebsiella pneumoniae); actives 0.6% (n = 430,000); inhibition, % at 33 µM; AID 1272365, 2023; in the data active = inhibition mostly above about 37%, no sharp cut-off; inactive = mostly below about 20%;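 also: plate controls were negative control peptide for no effect and reference peptide for full effect; strong numbers were not always called active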
Y pestis TopoI: Yersinia pestis topoisomerase I inhibitors, primary screen, biochemical, cleavage product accumulation, plate reader, single point; DNA topoisomerase I (Yersinia pestis CO92); Y. pestis Topo-I cleavage product accumulation; activity, % at 10 µM; actives 0.064% (n = 360,000); in the data active = activity above about 50%, passing the limit was not always enough; also: inactives centre near 2
BoNT A protease: BoNT/A light chain protease inhibitors, primary screen, biochemical, flow cytometry, MLPCN library. Botulinum neurotoxin type A light chain protease (Clostridium botulinum A str. ATCC 3502). multiplex microsphere protease substrate cleavage. inhibition, % at 10 µM. actives 0.17% (n = 360,000). AID 588499, 2011; also: plate controls were buffer without enzyme for full effect and enzyme alone for no effect
Anthrax LF prot: Bacillus anthracis LF protease inhibitors, primary screen, biochemical, multiplex microsphere, MLPCN library; multiplex microsphere protease cleavage assay; inhibition, % at 10 µM; actives 0.12% (n = 360,000); also: plate controls were buffer without enzyme for full effect and enzyme alone for no effect
Target sequence (P15917 whole entry, looked up): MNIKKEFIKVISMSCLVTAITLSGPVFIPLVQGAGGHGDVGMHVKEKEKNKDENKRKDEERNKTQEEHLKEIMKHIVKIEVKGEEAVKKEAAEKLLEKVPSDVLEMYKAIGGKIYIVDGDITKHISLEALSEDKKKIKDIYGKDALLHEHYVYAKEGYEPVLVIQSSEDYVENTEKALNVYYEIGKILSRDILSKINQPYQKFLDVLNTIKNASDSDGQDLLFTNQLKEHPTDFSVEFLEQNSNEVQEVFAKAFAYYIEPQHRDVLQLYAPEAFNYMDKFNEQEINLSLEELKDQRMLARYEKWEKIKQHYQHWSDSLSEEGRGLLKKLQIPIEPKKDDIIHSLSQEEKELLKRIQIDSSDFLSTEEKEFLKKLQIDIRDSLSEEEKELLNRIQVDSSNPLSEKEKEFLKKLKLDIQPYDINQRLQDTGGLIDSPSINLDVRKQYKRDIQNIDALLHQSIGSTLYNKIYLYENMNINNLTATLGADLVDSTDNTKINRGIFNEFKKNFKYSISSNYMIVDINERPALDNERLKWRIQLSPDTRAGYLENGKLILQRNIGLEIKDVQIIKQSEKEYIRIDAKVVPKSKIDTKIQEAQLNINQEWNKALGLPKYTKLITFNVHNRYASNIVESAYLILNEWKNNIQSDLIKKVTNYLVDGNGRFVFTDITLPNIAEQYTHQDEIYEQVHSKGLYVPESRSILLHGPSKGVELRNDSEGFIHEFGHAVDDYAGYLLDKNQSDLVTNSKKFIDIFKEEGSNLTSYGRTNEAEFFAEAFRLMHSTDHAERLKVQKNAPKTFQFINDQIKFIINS
An asterisk follows results filed as active; i = inactive; / = not tested or not shown. Rule as the data show it, unless noted: active = inhibition above about 30%; inconclusive = no clear call, values can overlap the other calls; inactive = below that. A portion of the library, so the mix of outcomes need not match the whole.

SMILES | 3CLpro inhibitor | PfHsp40 yeast | Vc quorum ag | PrPC TRFRET | TcdB inh | SSB-PriA inh | Y pestis TopoI | BoNT A protease | Anthrax LF prot
Cc1ccc(NC(=O)CN2C(=O)NC(Cc3c[nH]c4ccccc34)C2=O)cc1 (stereo not drawn) | / | -0.2 | i | 0 | -1.1 | 3 | -19 | 2.6 | 4
COc1cc(C(=O)N/N=C\c2ccccc2)c([N+](=O)[O-])c(OC)c1OC | -1 | -0.3 | 6.7 | 1 | / | / | 2 | -0.4 | -2
CCOc1ccccc1NC(=O)Nc1cccc(S(N)(=O)=O)c1 | 2 | / | i | -4 | 3.0 | 1 | 1 | -0.1 | -7
CCOc1ccc(NC(=O)COC(=O)c2cccnc2)cc1 | -2 | -1.1 | -1.6 | -4 | / | -15 | 11 | 0.6 | -2
CC(=O)c1ccc(N(C(=O)CNC(=O)c2ccco2)C(C(=O)NC2CCCC2)c2cccnc2)cc1 (stereo not drawn) | 1 | 5.9 | -0.4 | 2 | 0.5 | 6 | 3 | -0.5 | 0
CC(C)C1C(=O)N(Cc2cn(CC3CCCCC3)nn2)CCS(=O)(=O)N1Cc1ccc(-c2ccc(Cl)cc2)cc1 (stereo not drawn) | / | / | 0.2 | -1 | 1.1 | / | 17 | 0.2 | 2
Cc1ccccc1NC(=O)c1ccccc1NC(=O)c1cccs1 | -7 | 1.3 | -0.2 | -5 | 0.4 | -15 | 1 | 0.4 | -8
CCn1c(=O)cc(SCC(=O)Nc2cccc(C)n2)c2ccccc21 | -2 | 0.5 | i | -2 | 0.7 | -13 | 13 | 0.3 | 5
CC(Oc1ccc2c(c1)oc(=O)c1ccccc12)C(=O)NCCCN1CCOCC1 (stereo not drawn) | -1 | -0.7 | i | 15 | -11 | -16 | 0 | -1.4 | 0
CCOC(=O)C(C)Oc1c(C(=O)OC)sc2ncccc12 (stereo not drawn) | -4 | 1.5 | 1.5 | 0 | 7.0 | 0 | -1 | -0.8 | -1
O=C(Nc1cccc(Cl)c1)N1CCC(CO)(CCOc2ccccc2)CC1 | 3 | 0.1 | -0.6 | 1 | -4.2 | 8 | 14 | -0.8 | 0
CCc1cccc(NC(=O)c2cccc3c2C(=O)N(C2CCCCC2)C3)c1 | -3 | 0.1 | -0.3 | / | / | -17 | 28 | -2.6 | -2

Structures above with a thiophene ring, fused or not, in the order listed:
SMILES | 3CLpro inhibitor | PfHsp40 yeast | Vc quorum ag | PrPC TRFRET | TcdB inh | SSB-PriA inh | Y pestis TopoI | BoNT A protease | Anthrax LF prot
Cc1ccccc1NC(=O)c1ccccc1NC(=O)c1cccs1 | -7 | 1.3 | -0.2 | -5 | 0.4 | -15 | 1 | 0.4 | -8
CCOC(=O)C(C)Oc1c(C(=O)OC)sc2ncccc12 (stereo not drawn) | -4 | 1.5 | 1.5 | 0 | 7.0 | 0 | -1 | -0.8 | -1

Following part
SMILES | 3CLpro inhibitor | PfHsp40 yeast | Vc quorum ag | PrPC TRFRET | TcdB inh | SSB-PriA inh | Y pestis TopoI | BoNT A protease | Anthrax LF prot
O=C(NC(=O)N1CCC2(CC1)OCCO2)c1ccc(Cl)cc1 | 4 | -0.1 | i | 2 | 0.5 | 4 | 4 | -0.1 | -6
CS(=O)(=O)c1ccc(-c2cn3cc(C(=O)O)ccc3n2)cc1 | 0 | -1.2 | -0.4 | -6 | 1.1 | -9 | 2 | 0.4 | 2
C/C(=N/N=C(/C)c1cccs1)c1cccs1 | 0 | 1.9 | -1.3 | -5 | 0.6 | / | 2 | 0.3 | 13
COc1ccccc1C(=O)NCC(=O)OCC(=O)Nc1cccc(S(=O)(=O)N(C)C)c1 | -3 | 0.1 | i | -1 | 0.3 | -4 | 13 | 0.6 | -4
COC(=O)C(Cc1ccccc1)OS(N)(=O)=O (stereo not drawn) | -8 | -1.7 | -9.1 | 2 | 0.2 | -5 | 4 | 0.2 | -10
O=P(N1CCCCC1)(N1CCCCC1)C(Cl)(Cl)Cl | 0 | 0.1 | -0.7 | 6 | / | -11 | 5 | 1.3 | -5
Cc1ccc2nc(-c3ccc(NC(=O)CN4C(=O)NC(C)(c5ccc(OC(F)F)cc5)C4=O)cc3)sc2c1 (stereo not drawn) | 4 | -0.2 | -0.5 | -6 | 0.1 | -13 | 1 | 0.1 | -1
CCc1nnc(NC(=O)CSc2nnc(CNC(=O)c3ccc(OC)c(OC)c3)o2)s1 | 0 | -0.1 | 1.1 | -2 | -2.1 | -15 | 0 | -1.9 | -4
COc1ccc(OC)c(C(O)c2ncc(-c3ccccc3Cl)[nH]2)c1 (stereo not drawn) | / | / | i | -6 | 1.6 | / | 3 | -0.4 | -4
CC(=O)Nc1cccc(OCC(=O)NC(C)c2ccc3ccccc3c2)c1 (stereo not drawn) | -1 | -0.5 | -0.3 | 0 | 3.1 | -17 | 1 | -2.5 | 8
CCCn1nnnc1SCC(=O)N1C(C)CCCC1C (stereo not drawn) | 1 | 1.1 | i | -3 | -0.7 | -7 | 4 | -0.1 | 3
CC(C)Oc1ccc(C(=O)/C(=C\c2cccs2)c2nc3ccccc3o2)cc1 | 0 | -0.1 | -0.1 | -8 | 0.0 | 25 | 24 | -1.2 | -4
O=C(CSc1nnnn1C1CCCCC1)N1CCOCC1 | 2 | -0.4 | i | 6 | -0.4 | -13 | -1 | 0.2 | -1
COC(=O)C1=C(c2ccc(S(C)(=O)=O)cc2)C[C@@H]2CC[C@H]1N2C(=O)NCc1ccco1 | / | 0.3 | i | 3 | 1.0 | -3 | -10 | -0.3 | -4
c1ccc(Cn2nnc3c(N4CCCC4)ncnc32)cc1 | 9 | -1.3 | -2.6 | 1 | / | -8 | 1 | -1.2 | 0
Cc1onc(NC(=O)NC(=O)c2c(F)cccc2Cl)c1Br | -1 | -0.2 | i | 6 | 0.1 | -5 | 2 | -1.7 | -2
Cc1ccc(C)c(NS(=O)(=O)c2cc(C(=O)Nc3cccc(N(C)S(C)(=O)=O)c3)ccc2C)c1 | -4 | -0.1 | i | -2 | / | 11 | 2 | -1.0 | 0
Cc1cc(C)nc(SCC(=O)N/N=C/c2cccs2)n1 | 0 | -0.3 | -0.6 | 4 | / | / | 6 | 0.6 | 1
Cc1cc(-c2nnc3n2N=C(c2ccccc2)CS3)n[nH]1 | -1 | -2.3 | -0.7 | 9 | 2.8 | 3 | 16 | -2.4 | 5
CCCc1nc(NCCO)c(C#N)c2c1CCCC2 | -1 | / | i | -1 | 0.7 | -6 | -8 | -2.2 | -2
Cn1cnnc1Sc1ccc(S(C)(=O)=O)cc1[N+](=O)[O-] | 2 | -1.5 | i | -29 | 0.2 | 1 | 4 | 0.6 | 2
CCCCN(C(=O)COC(=O)c1nc2nccc(C)n2n1)C1CCS(=O)(=O)C1 (stereo not drawn) | / | -0.4 | 2.6 | -1 | 0.4 | -7 | 8 | -3.0 | -6
CCOC(=O)N1CCN(C(=O)C(CC(C)C)NS(=O)(=O)c2ccc(C)cc2)CC1 (stereo not drawn) | / | -0.6 | -1.9 | 8 | 0.8 | -20 | -5 | -0.1 | -12
O=C(CN1C(=O)C2CC=CCC2C1=O)NC1CCCCC1 (stereo not drawn) | 0 | 0.0 | -0.3 | 0 | 0.4 | -15 | 5 | -0.5 | -3
Cc1nn(C)cc1S(=O)(=O)Nc1ccccc1Br | 1 | -0.8 | i | 2 | 0.2 | 3 | -4 | -0.6 | -1
CCOc1ccc(CC(=O)NCC2(N3CCCCC3)CCCCC2)cc1 | 1 | 1.3 | i | 5 | -0.5 | -6 | 6 | -1.1 | -2
COc1ccc(Cn2cc(CN3CC(N4CCN(CCO)CC4)CS3(=O)=O)nn2)cc1 (stereo not drawn) | / | / | / | -5 | 1.6 | / | / | -0.8 | -3
O=C(NCc1ccccc1)c1ccc(NC(=O)c2ccco2)cc1 | -4 | 0.8 | i | -4 | 4.4 | -12 | 0 | 0.7 | -1
Cc1ccc(NS(=O)(=O)c2cc(-c3n[nH]c(=O)c4ccccc34)ccc2C)cc1 | -4 | 2.8 | -0.3 | 8 | / | -4 | 10 | -0.2 | -1
Cc1cccc(NC(=O)NC2(C(=O)NCc3ccco3)CCCCC2)c1 | -4 | 2.4 | i | -9 | 0.4 | 7 | -11 | 2.7 | -8
CC1=CC(C)(C)NC(=S)N1CCO | / | -0.9 | -1.1 | -1 | 1.6 | 2 | -1 | 0.1 | -5
O=S(=O)(Nc1nc2ccccc2s1)c1ccc(Br)s1 | 4 | 1.0 | i | 5 | 1.4 | 1 | 3 | 0.8 | -1
Cc1sc2nc(CN3CCOCC3)nc(NS(=O)(=O)c3ccc4c(c3)OCCO4)c2c1C | 4 | -1.3 | -4.3 | 7 | / | 0 | 1 | -0.9 | -6
COC(=O)C1=C(C(=O)OC)[C@@H]2Nc3ccccc3[C@@]23C[C@@H](C(=O)OC)N(C(C)=O)C3=N1 | / | -0.5 | i | 5 | -0.9 | -7 | 4 | -0.4 | 0
Cc1cc(OCCn2cncn2)ccc1[N+](=O)[O-] | 3 | -1.0 | -3.0 | 3 | 0.0 | -8 | 1 | -1.5 | -4
Cc1ccccc1Cn1c(C)cc(C)c(C#N)c1=O | 3 | 23 | -1.4 | -3 | 1.4 | -20 | -7 | -0.6 | -3
CC(C)CNC(=O)CSc1n[nH]c(=O)n1CCc1ccccc1 | -1 | 0.4 | -1.5 | 7 | -1.1 | -11 | 1 | 0.9 | 6
Cc1ccc(NC(=O)n2ncc3c(C)cccc32)c(C)c1 | 5 | -1.3 | -0.5 | 3 | -0.1 | -2 | 5 | 1.3 | 3
COc1ccccc1OCC(O)CO (stereo not drawn) | 3 | 0.6 | -1.0 | -4 | -0.7 | -9 | -8 | 0.0 | -3
Cc1nc(NC(=O)c2ccccc2)sc1-c1cc(C(=O)O)nn1Cc1ccccc1 | / | / | 1.1 | -13 | 0.2 | / | -2 | 0.1 | -2
C=C(C)C(=O)Nc1nnc(-c2cccs2)s1 | -2 | -0.3 | -0.3 | -2 | / | -8 | -4 | -0.8 | -1
Cc1cccc(N/C(=N/S(=O)(=O)c2ccccc2)c2ccccc2)n1 | 1 | -1.2 | i | 1 | 0.6 | / | 8 | 2.1 | -4
COC(=O)CN(C#N)c1nc(NC(C)C)nc(OC)n1 | 2 | -0.5 | -0.7 | -3 | / | -3 | 8 | 0.7 | -2
Cc1cc(C(=O)N/N=C/c2ccccc2[N+](=O)[O-])c(C)o1 | 0 | -1.1 | -1.4 | -17 | 0.3 | / | -2 | 0.4 | -8
CCOc1ccc(-c2nn(-c3ccccc3)cc2/C=C(\C#N)S(=O)(=O)c2ccccc2)cc1C | -7 | 2.9 | i | 3 | / | -5 | 0 | 0.6 | 0
Cc1cc(Cl)ccc1NC(=O)C1CCN(S(C)(=O)=O)CC1 | -1 | -0.7 | -2.4 | -3 | -1.4 | -13 | 7 | -0.6 | -2
COc1cc(/C=C2/C(=O)N(c3ccc(C)c(C)c3)N=C2C)cc([N+](=O)[O-])c1O | -13 | -0.3 | 0.3 | -8 | -0.7 | 10 | -8 | -1.8 | -13

A different layout for part of the listing above.
canonical_smiles,3CLpro inhibitor,PfHsp40 yeast,Vc quorum ag,PrPC TRFRET,TcdB inh,SSB-PriA inh,Y pestis TopoI,BoNT A protease,Anthrax LF prot
COc1ccccc1OCC(O)CO (stereo not drawn),3,0.6,-1.0,-4,-0.7,-9,-8,0.0,-3
Cc1cccc(N/C(=N/S(=O)(=O)c2ccccc2)c2ccccc2)n1,1,-1.2,i,1,0.6,/,8,2.1,-4
COC(=O)CN(C#N)c1nc(NC(C)C)nc(OC)n1,2,-0.5,-0.7,-3,/,-3,8,0.7,-2
